mcGAS MS inh – blocks mouse cGAS cGAMP production | Q8C6L5 | recombinant mouse cGAS, cGAMP by RapidFire MS | inhibition, % at 12.5 µM | 130,000 compounds, 0.18% hits | AID 1259397;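 active means inhibition of cGAS enzyme activity at or above 60%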;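 further: enzyme stimulated by 45 bp dsDNA with ATP and GTP substrates; cGAMP share of summed cGAMP plus half ATP and half GTP signals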
Target sequence (Q8C6L5 whole entry, looked up): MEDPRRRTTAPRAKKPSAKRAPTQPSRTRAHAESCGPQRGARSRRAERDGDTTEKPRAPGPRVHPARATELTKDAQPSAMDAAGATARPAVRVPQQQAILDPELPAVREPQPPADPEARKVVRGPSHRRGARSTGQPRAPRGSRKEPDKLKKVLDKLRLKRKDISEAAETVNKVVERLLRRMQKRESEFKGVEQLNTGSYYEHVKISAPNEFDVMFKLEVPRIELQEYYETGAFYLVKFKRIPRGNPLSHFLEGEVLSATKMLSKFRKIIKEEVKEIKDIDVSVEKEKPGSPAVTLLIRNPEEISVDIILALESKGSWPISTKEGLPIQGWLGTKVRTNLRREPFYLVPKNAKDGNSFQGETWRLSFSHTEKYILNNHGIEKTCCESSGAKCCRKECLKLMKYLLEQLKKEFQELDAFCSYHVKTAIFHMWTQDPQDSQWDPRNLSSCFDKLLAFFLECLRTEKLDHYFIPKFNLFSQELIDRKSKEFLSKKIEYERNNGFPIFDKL
Starred values were filed as active, the others as inactive; & = joins results of further samples.

SMILES	mcGAS MS inh
CC1=NCCN=C(C(F)(F)F)C1Br (stereo not given)	-9
O=C(/C=C/c1cccc(Br)c1)Nn1cnnc1	-4
CN(C(=O)NCc1ccc(-n2cccn2)cc1)C1CCCCC1	-16
Cc1cc(C)cc(-n2nnc3c(=O)[nH]cnc32)c1	3
CCC(C)(NCCCS(C)(=O)=O)c1nccs1 (stereo not given)	6
C=C(C)Cn1c(=O)c2c(nc3n2CCN3c2cc(C)cc(C)c2)n(C)c1=O	-4
Cc1cccc(OCCCc2c(C)n[nH]c2C)c1C	-2
Cc1cc(-c2c(-c3ccccc3)ncn2CCOc2nonc2C)n[nH]1	-10
OCC#Cc1ccc(-c2nccn2CCc2c[nH]c3ccccc23)s1	-6
COc1ccc(N2CCN(C(=O)C3CC=CCC3C(=O)NCCc3ccccc3)CC2)cc1 (stereo not given)	-1
Cc1nc(CCC(=O)N2CCCC(CCc3ccc(F)c(F)c3)C2)n[nH]1 (stereo not given)	3
Cc1cc(NC(=O)CC(C)(C)C)nc2c1c(=O)oc1ccccc12	-3
Cc1ccc(-c2nc(C=Nc3ccc(F)cc3)c(O)o2)cc1	-7
Cc1nc(NCCc2ccccc2)sc1C(=O)N(C)C	0
Cc1nc(CN(C)C(=O)NC(C)c2ccc(F)c(F)c2)cs1 (stereo not given)	-2
CC(=O)NCCC(=O)N(CCCc1ccccc1)CCN(C)C	-8
CC(NCC(=O)Nc1sc2c(c1C(N)=O)CCC2)c1ccccc1F (stereo not given)	4
NC(=O)c1ccc(COC(=O)c2cc(Br)ccc2O)cc1	5
Cc1cc(NC(=O)CS(=O)(=O)Cc2c(C)noc2C)no1	21
CCOC(=O)/C=C/C(=O)Nc1ccc(S(=O)(=O)N(C)c2ccccc2)cc1	-11
Cc1c(-c2cn(C(C)c3nnc(N)s3)nn2)c(=O)n(-c2ccccc2)n1C (stereo not given)	5
c1ccc(SCCNCc2cc3ccccc3o2)cc1	11
Cn1c(O)c(N=NC(=O)COc2ccc([N+](=O)[O-])cc2Br)c2ccccc21	-4
O=C(c1cccc2ccnn12)N1CCCC1c1nccs1 (stereo not given)	-2
C=CCNc1nc2ccccc2nc1NS(=O)(=O)c1ccc(Br)cc1	-10
CCCn1c(=O)c2c(nc3n2CCN3c2ccccc2)n(C)c1=O	-5
CCOC(=O)C1=C(C)N(C)C(=S)NC1c1cccc(N)c1 (stereo not given)	-4
O=C(Nc1cccc(N2CCNC2=O)c1)c1ccccc1Cl	-18
CC(C)Oc1ccc(CN2CCC2(C)C(=O)Nc2cccc(Oc3ccccc3)c2)cc1 (stereo not given)	-9
Cc1nc(C)c(C(C)NC(=O)COc2ccc3c(c2)CCC3)s1 (stereo not given)	-8
O=S(=O)(c1ccc(F)cc1)N1CCN(c2ncnc3sc4c(c23)CCCC4)CC1	0
Cc1ccc(-c2csc(-c3ccc(O)cc3)n2)s1	5
Clc1ccccc1CNc1nc(-c2ccccc2)no1	-11
Cc1ccc(C)c(Nc2nnc(C)c(=O)[nH]2)c1	-5
C=C(C)COc1ccc(C(=O)NCC2CCN(C)C2)cc1 (stereo not given)	-17
O=C(Cn1cnc2c(nnn2Cc2ccccc2)c1=O)N1CCc2ccccc21	4
CC(=O)Nc1cc(Br)cnc1OCC(F)(F)F	13
COc1ccc(S(=O)(=O)n2nc(C)c(S(=O)(=O)N3CCC(C)CC3)c2C)cc1OC	-8
Cc1[nH]ncc1CN(CC(=O)NCCCOC(C)c1ccccc1)c1ccc(O)cc1 (stereo not given)	0
CN(CCCn1ccnc1)C(=O)Nc1cccc(Oc2ccccn2)c1	-6
CCn1c(SCC(=O)c2cc(C)n(-c3cc(C)on3)c2C)nnc1-c1cccs1	-6
CCOC(=O)C1=C(C)N=c2s/c(=C\c3ccc(F)cc3)c(=O)n2C1c1ccc2c(c1)OCO2 (stereo not given)	-9
CCCCNC(=O)c1nn(-c2ccccc2)c(=O)cc1OC	-16
COc1ccc2cc(C(=O)C3CCCN(C(=O)c4cnn(C(C)C)c4)C3)ccc2c1 (stereo not given)	-8
Cc1ccccc1-c1ncc(-c2nccn2Cc2cccnc2)s1	-20
Cc1nn(C)c(C)c1C(=O)N1CCCC(O)(C(F)(F)F)C1 (stereo not given)	6
O=C(CN1C(=O)NC2(CCCc3ccccc32)C1=O)NC1C2CC3CC(C2)CC1C3 (stereo not given)	7
Cc1ccc(-c2ccnc(NCCc3c(C)n[nH]c3C)n2)c(C)n1	2
COc1ccc2c(c1)CC(NCCc1csc(-c3cccnc3)n1)CC2 (stereo not given)	-14
Cc1nn2c(nnc3c(=O)n(-c4ccc5c(c4)OCCO5)ccc32)c1-c1ccccc1	-20
Cc1nc(N(C)CC(=O)N(C)C)c2cnn(-c3cccc(Cl)c3)c2n1	11
CCOC(=O)c1c(NC(=O)c2cccs2)sc(C(=O)Nc2cccc(C(F)(F)F)c2)c1C	2
CC(=O)c1ccc(OCC(=O)NC(C)c2cnn(-c3ccccc3C)c2C)cc1 (stereo not given)	-3
CC(C)(C)C(=O)COC(=O)CNC(=O)c1ccccc1	7
Cc1cccc2c(=O)n(CCN3CCCC(c4ccccc4)C3)cnc12 (stereo not given)	-8
O=c1[nH]c(-c2ccc(-c3ccc(F)cc3)o2)nc2ccccc12	-5&-1
O=C(CSc1nc(C2CCCCC2)n(-c2ccccc2)n1)NCC1CCCO1 (stereo not given)	-6
COc1ccc(N(Cc2nnc3n2CCCCC3)C(=O)Nc2cccc(C)c2)c(OC)c1	-10
Cc1ccccc1-n1nc2c(c1NC(=O)c1ccccc1)CSC2	-9
CCc1cc2c(ncn3nnnc23)s1	-7
The results go on:
SMILES	mcGAS MS inh
CNC(=O)c1ccc(/C=C/C(=O)NCC(C)(C)CN(C)C)cc1	-6
COc1ccccc1C(=O)C1CCCN(Cc2cccc3cnccc23)C1 (stereo not given)	-12
Cc1nc(N2CCOCC2)nc(N2CCCCC2)c1[N+](=O)[O-]	-2
COc1cccc(C(NC(C)=O)c2nc(-c3ccc(OC)nc3)cs2)c1 (stereo not given)	7
COc1cc(-c2nc(CN3[C@@H]4CC[C@H]3CNC4)c(C)o2)cc2c1OCO2	-7
Nc1ccnc(N2C[C@@H]3[C@H](C2)[C@H]2CC[C@@H]3O2)n1	-8
Cn1cc(CN2CCC(Oc3ccc(C(=O)NCc4ccncc4)cc3)CC2)cn1	0
FC(F)(F)c1cnc(NN=Cc2ccc3c(c2)OCO3)c(Cl)c1	-10
CC(C)C(NS(C)(=O)=O)c1ccc(Cl)cc1 (stereo not given)	-2
O=C(CC(=O)NN=Cc1ccc(Br)o1)NN=Cc1ccc(Br)o1	0
O=C1CC2(CCN(C(=O)COc3ccsc3C(=O)N3CCC4(CC3)CC(=O)c3cc(F)ccc3O4)CC2)Oc2ccc(F)cc21	3
NC(C(=O)O)c1ccc(C(=O)O)c(O)c1 (stereo not given)	-11
O=C(CN1C(=O)NC2(CCCCC2)C1=O)NC(=O)NC1CCS(=O)(=O)C1 (stereo not given)	-3
COc1ccccc1C(=O)Nc1ccnn1C1CCN(Cc2csc(C(C)=O)c2)CC1	-14&-5
Cc1cccc(CC(=O)Nn2cnc3c(cnn3C(C)(C)C)c2=O)c1	-4

An excerpt from above in order of their number in mcGAS MS inh, falling:
| SMILES | mcGAS MS inh |
| --- | --- |
| CC(NCC(=O)Nc1sc2c(c1C(N)=O)CCC2)c1ccccc1F (stereo not given) | 4 |
| O=S(=O)(c1ccc(F)cc1)N1CCN(c2ncnc3sc4c(c23)CCCC4)CC1 | 0 |
| O=C(c1cccc2ccnn12)N1CCCC1c1nccs1 (stereo not given) | -2 |
| Cc1ccc(-c2nc(C=Nc3ccc(F)cc3)c(O)o2)cc1 | -7 |
| CC1=NCCN=C(C(F)(F)F)C1Br (stereo not given) | -9 |

(list continues)
SMILES	mcGAS MS inh
COc1ccc(C2SCCN2S(C)(=O)=O)cc1OC (stereo not given)	-4
CC1(C)C=NC2(CCNCC2)S1	12
CN(C(=O)c1ccc(F)cc1Cl)c1ncc(-c2ccccc2)s1	9
Cc1cc(NC(=O)COC(=O)C2=NNC(=O)CC2)no1	0
CC1CCCC(NC(=O)Cc2cc(Cl)cc3c2OCOC3)C1 (stereo not given)	-8
CC1Sc2ccc(C#N)cc2N(Cc2ccccc2Cl)C1=O (stereo not given)	6
CCOc1ccnc(N(C)Cc2ncc(C)[nH]2)n1	-3
CC(C)C(=O)Nc1nc(CC(=O)NCC(c2ccco2)N(C)C)cs1 (stereo not given)	1
CC1=NN(c2ccc(Cl)cc2)C(=O)C12CC(C)=C(C)CS2 (stereo not given)	0
CCOCCOc1ccccc1C(=O)N1C[C@H]2CC=C(C)C[C@H]2C1	12
CC(=O)c1ccc(NC2=C(n3nnc4ccccc43)C(=O)c3ccccc3C2=O)cc1	-4
CS(=O)(=O)N1CCSC1c1cccc(Cl)c1 (stereo not given)	-1
COc1cc(O)ccc1-c1nccn1Cc1cccc(OC)c1OC	-13
Cn1cc(CC(=O)NCCN2CCN(S(C)(=O)=O)CC2)c2ccccc21	-2
O=C1CCC(C(=O)N2CCOc3ccccc3C2)CN1CCN1CCOCC1 (stereo not given)	-3
O=C(Cn1cc(NC(=O)c2ccc(OC(F)F)cc2)cn1)NC1CC1	-9
COc1ccc(/C=C/C#Cc2ccccc2)cc1	-7
CC(=O)c1c[nH]c(C(=O)Nc2cc(-c3ccccc3C)nn2C)c1	-5
CN1N=C(c2ccc(F)c(F)c2)CSC1=NCc1ccccc1	-5
CCOC(=O)N1CCN(c2nc(C)c3c(n2)CC(c2cccs2)CC3=O)CC1 (stereo not given)	-7
c1ccc(-c2cc(CN3CCCC3c3nc4ccccc4s3)on2)nc1 (stereo not given)	-55
CC(C(=O)NS(=O)(=O)CCN1CCN(C(=O)OC(C)(C)C)CC1)c1ccsc1 (stereo not given)	-7
CCOC(=O)c1nn(-c2ccccc2)c(=O)cc1OCc1cccc(C)c1	-3
Cc1cc(COc2ccccc2)oc1C(=O)N1CCC(n2ccnc2)C1 (stereo not given)	-7
Cc1cc(C)nc(NN=C2C=C(N3CCCC3)CCC2)n1	-33
O=C(Cc1ccc(-c2ccccc2)cc1)NCCn1ncccc1=O	-5
Cc1cc(-n2c(C)cc(C(=O)COC(=O)c3ccc(Br)o3)c2C)no1	-5
O[C@@H]1CN(Cc2ccccc2-c2ccco2)CC[C@H]1N1CCCCCC1	3
CCOC(=O)C1(C)CCCCN1C(=O)c1ccc(Cl)nc1 (stereo not given)	7
CS(=O)(=O)NCCc1ccc(C(=O)O)s1	-3

26 of these compounds, reformatted.
| SMILES | mcGAS MS inh |
| --- | --- |
| CC1CCCC(NC(=O)Cc2cc(Cl)cc3c2OCOC3)C1 (stereo not given) | -8 |
| CC1Sc2ccc(C#N)cc2N(Cc2ccccc2Cl)C1=O (stereo not given) | 6 |
| CCOc1ccnc(N(C)Cc2ncc(C)[nH]2)n1 | -3 |
| CC(C)C(=O)Nc1nc(CC(=O)NCC(c2ccco2)N(C)C)cs1 (stereo not given) | 1 |
| CC1=NN(c2ccc(Cl)cc2)C(=O)C12CC(C)=C(C)CS2 (stereo not given) | 0 |
| CCOCCOc1ccccc1C(=O)N1C[C@H]2CC=C(C)C[C@H]2C1 | 12 |
| CC(=O)c1ccc(NC2=C(n3nnc4ccccc43)C(=O)c3ccccc3C2=O)cc1 | -4 |
| CS(=O)(=O)N1CCSC1c1cccc(Cl)c1 (stereo not given) | -1 |
| COc1cc(O)ccc1-c1nccn1Cc1cccc(OC)c1OC | -13 |
| Cn1cc(CC(=O)NCCN2CCN(S(C)(=O)=O)CC2)c2ccccc21 | -2 |
| O=C1CCC(C(=O)N2CCOc3ccccc3C2)CN1CCN1CCOCC1 (stereo not given) | -3 |
| O=C(Cn1cc(NC(=O)c2ccc(OC(F)F)cc2)cn1)NC1CC1 | -9 |
| COc1ccc(/C=C/C#Cc2ccccc2)cc1 | -7 |
| CC(=O)c1c[nH]c(C(=O)Nc2cc(-c3ccccc3C)nn2C)c1 | -5 |
| CN1N=C(c2ccc(F)c(F)c2)CSC1=NCc1ccccc1 | -5 |
| CCOC(=O)N1CCN(c2nc(C)c3c(n2)CC(c2cccs2)CC3=O)CC1 (stereo not given) | -7 |
| c1ccc(-c2cc(CN3CCCC3c3nc4ccccc4s3)on2)nc1 (stereo not given) | -55 |
| CC(C(=O)NS(=O)(=O)CCN1CCN(C(=O)OC(C)(C)C)CC1)c1ccsc1 (stereo not given) | -7 |
| CCOC(=O)c1nn(-c2ccccc2)c(=O)cc1OCc1cccc(C)c1 | -3 |
| Cc1cc(COc2ccccc2)oc1C(=O)N1CCC(n2ccnc2)C1 (stereo not given) | -7 |
| Cc1cc(C)nc(NN=C2C=C(N3CCCC3)CCC2)n1 | -33 |
| O=C(Cc1ccc(-c2ccccc2)cc1)NCCn1ncccc1=O | -5 |
| Cc1cc(-n2c(C)cc(C(=O)COC(=O)c3ccc(Br)o3)c2C)no1 | -5 |
| O[C@@H]1CN(Cc2ccccc2-c2ccco2)CC[C@H]1N1CCCCCC1 | 3 |
| CCOC(=O)C1(C)CCCCN1C(=O)c1ccc(Cl)nc1 (stereo not given) | 7 |
| CS(=O)(=O)NCCc1ccc(C(=O)O)s1 | -3 |

Additional structures follow:
SMILES	mcGAS MS inh
O=C(Nc1cc(C(F)(F)F)ccc1I)c1ccc(Cl)s1	7
O=C(CCl)Nc1ncc(Cc2cccc(Cl)c2)s1	0
Cc1cc(C)nc(SCC2=NC(C)(C)Cc3ccccc32)n1	-5
CCOC(=O)c1cccnc1-c1ccc(OC)cc1OC	-29

This is a subset, so the mix of outcomes need not match the whole.
